Screening data (PubChem BioAssay)
DNMT1 inh = human DNMT1 methyltransferase inhibitors, primary screen, biochemical, molecular beacon, fluorescence, HinP1I cleavage, uHTS | DNA (cytosine-5)-methyltransferase 1 (Homo sapiens), P26358 | inhibition (reported as % activation of signal), % at 10 µM | 360,000 tested, 0.83% active; in the data active = inhibition above about 50%
Target sequence (P26358 504-1616 limits assumed): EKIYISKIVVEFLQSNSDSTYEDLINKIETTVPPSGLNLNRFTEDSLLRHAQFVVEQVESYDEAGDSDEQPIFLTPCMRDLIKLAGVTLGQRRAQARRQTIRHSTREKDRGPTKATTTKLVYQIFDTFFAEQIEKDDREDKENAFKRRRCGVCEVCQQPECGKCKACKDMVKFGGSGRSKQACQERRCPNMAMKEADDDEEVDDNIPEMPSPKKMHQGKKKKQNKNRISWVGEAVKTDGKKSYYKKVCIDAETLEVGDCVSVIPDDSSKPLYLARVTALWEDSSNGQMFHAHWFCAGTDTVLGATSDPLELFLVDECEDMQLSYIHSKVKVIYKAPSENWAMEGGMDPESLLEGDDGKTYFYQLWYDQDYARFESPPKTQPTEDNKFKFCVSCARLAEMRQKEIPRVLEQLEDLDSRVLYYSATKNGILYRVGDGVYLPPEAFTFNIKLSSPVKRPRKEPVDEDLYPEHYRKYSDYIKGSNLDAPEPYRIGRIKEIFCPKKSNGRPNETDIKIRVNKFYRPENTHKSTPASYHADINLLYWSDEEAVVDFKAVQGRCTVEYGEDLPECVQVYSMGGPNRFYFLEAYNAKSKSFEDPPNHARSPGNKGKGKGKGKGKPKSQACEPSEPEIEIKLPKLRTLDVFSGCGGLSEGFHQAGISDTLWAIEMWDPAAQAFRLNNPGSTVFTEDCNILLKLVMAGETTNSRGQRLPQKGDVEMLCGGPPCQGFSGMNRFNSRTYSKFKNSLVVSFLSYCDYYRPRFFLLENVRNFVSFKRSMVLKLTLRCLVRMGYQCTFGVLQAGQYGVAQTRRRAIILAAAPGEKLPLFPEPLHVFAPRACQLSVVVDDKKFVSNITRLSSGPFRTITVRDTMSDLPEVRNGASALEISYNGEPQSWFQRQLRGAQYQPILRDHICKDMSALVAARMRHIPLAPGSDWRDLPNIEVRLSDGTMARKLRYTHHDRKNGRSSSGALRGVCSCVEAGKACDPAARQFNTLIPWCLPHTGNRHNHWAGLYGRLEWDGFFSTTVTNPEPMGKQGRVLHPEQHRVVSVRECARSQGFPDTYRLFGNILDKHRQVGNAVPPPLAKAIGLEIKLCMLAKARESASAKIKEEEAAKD
Scp-1 inhibitor = Scp-1 phosphatase inhibitors, primary screen, biochemical, colorimetric, uHTS; Carboxy-terminal domain RNA polymerase II polypeptide A small phosphatase 1 (Homo …; Recombinant Scp1, phosphopeptide, malachite green phosphate absorbance; inhibition, % at 20 µM; 340,000 tested, 0.88% active; AID 493091, 2011;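 active = inhibition above about 50% at 20 µM, limit read from the data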;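 note: plate controls were DMSO wells with enzyme for no effect and wells lacking enzyme for full effect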
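System: truncated SCP-1 phosphatase (76-261aa); medium: Tris acetate buffer pH 5.5 with MgCl2 and Tween-20; incubation: 45 min room-temperature reaction, 5 min colour, 30 min stabiliser; compound: single 20 µM dose, 1% DMSO; reagent: Phosphorylated 17-residue peptide substrate; read-out: % inhibition at 20 µM; technique: colorimetric free-phosphate detection, absorbance 630 nm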
CSN inh = inhibitors of CSN-mediated cullin deneddylation, primary screen, biochemical, fluorescence polarization, uHTS; COP9 signalosome complex subunit 5 (Homo sapiens), Q92905; Purified CSN, SCF-Nedd8-OG deneddylation; inhibition, % at 12.5 µM; 360,000 tested, 0.38% active; AID 651999, 2013;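 active = pattern-corrected inhibition above about 35%, with an unprinted fluorescence ratio check between 0.5 and 1.5, limit read from the data, passing the limit was not always enough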;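 note: 0% = enzyme with substrate and 100% = substrate without enzyme; some results filed as inactive read as strong as hits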
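Test system: Human Csn5 produced in HEK293T cells | Compound: 12.5 µM single point | Times: 90 min, room temperature | Signal: Fluorescence polarization readout | Read-out basis: % inhibition of substrate cleavage by Csn5 | Controls: no-enzyme wells high, enzyme-with-substrate wells low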
MsrA inhibitor = bovine MsrA enzyme inhibitors, primary screen, biochemical, absorbance, HTS. purified bovine MsrA, absorbance read-out. inhibition, % at 15.5 µM. 360,000 tested, 0.75% active. AID 651718, 2012; in the data active = inhibition above about 4.5%;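 note: 0% = vehicle wells with enzyme and 100% = reference inhibitor wells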
NadD block = inhibitors of S. aureus NadD, primary screen, biochemical, colorimetric, uHTS; Nicotinate-nucleotide adenylyltransferase NadD (Staphylococcus aureus N315); inhibition, % at 20 µM; 360,000 tested, 0.78% active; purified NadD enzyme, colorimetric absorbance read-out; AID 602399, 2012; in the data active = inhibition above about 26%; note: some compounds past the cut are filed as inactive
TbMetRS inhib = T. brucei MetRS inhibitors, primary screen, biochemical, luminescence | methionyl-tRNA synthetase (Trypanosoma brucei brucei) | purified T. brucei MetRS, ATP depletion, Kinase-Glo luminescence | inhibition, % at 11.9 µM | 360,000 tested, 0.4% active | AID 624268, 2012;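 active = inhibition above a per-plate cutoff of the control wells' mean inhibition plus 3 SD, cut at about 5.5% in these data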;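 note: 0% = DMSO wells median and 100% = median of wells with control inhibitor compound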
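Test system – parasite MetRS enzyme · Reagent – substrates ATP, L-methionine and bulk Escherichia coli tRNA · Doses – 11.9 µM compound single dose, 0.9% DMSO · Times – 15 min enzyme-compound preincubation, 2 h reaction, 10 min detection, 25 °C · Signal – Kinase-Glo luminescence, ATP depletion format · Controls – DMSO-only wells as low control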
SUMO1 PPI mod = modulators of SUMO1 protein-protein interactions, primary screen, biochemical, uHTS; Small ubiquitin-related modifier 1 (Homo sapiens), P63165; 360,000 tested, 0.33% active; inhibition, % at 20 µM; SUMO1 binding to a labelled peptide, TR-FRET, 1 h; in the data active = inhibition above about 37%
LMPTP block = LMPTP phosphatase inhibitors, primary screen, biochemical, fluorescence intensity, uHTS; Low molecular weight phosphotyrosine protein phosphatase (Homo sapiens), P24666; recombinant LMPTP-A, OMFP fluorogenic substrate; 360,000 tested, 0.22% active; inhibition, % at 20 µM;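 active = compounds that cut the enzyme signal by at least half of the control window in the single-dose screen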;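 note: plate controls were DMSO wells with enzyme plus substrate for no effect and substrate without enzyme for full effect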
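Test system – LMPTP-A phosphatase enzyme · Quantity – 0.625 nM LMPTP-A final · Reagent – OMFP substrate, 400 µM final · Dosing – one test concentration per compound, 20 µM, with 3% DMSO overall · Timing – 50 min enzyme reaction at room temperature, protected from light · Detection – fluorescence intensity · Controls – substrate-only low control, DMSO enzyme-plus-substrate high control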
STEP block = STEP phosphatase inhibitors, primary screen, biochemical, fluorescence intensity, uHTS | inhibition, % at 20 µM | recombinant STEP, OMFP fluorogenic substrate | AID 588621, 2011 | 360,000 tested, 0.25% active;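 active = inhibition at 20 µM, scaled per plate between control wells, above about 37%, limit read from the data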;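 note: 0% = DMSO with enzyme and substrate and 100% = substrate only without enzyme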
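medium = Bis-Tris buffer pH 6.0, 2.5 mM DTT, 0.005% Tween 20 | test system = STEP (striatal-enriched tyrosine phosphatase) enzyme, cell-free | measure = normalized % inhibition | compound dosing = 20 µM, 1% DMSO | also added = 25 µM OMFP | schedule = reaction 20 min, ambient temperature | measured by = fluorescence read at 480 nm ex / 540 nm em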
Rpn11 block = Rpn11 (PSMD14) deubiquitinase inhibitors, primary screen, biochemical, fluorescence polarization, uHTS | AID 588493, 2011 | human 26S proteasome, Ub4-pepOG fluorescence polarization; 20S core pre-blocked with epoxomicin | 26S proteasome non-ATPase regulatory subunit 14 (Homo sapiens), O00487 | 360,000 tested, 0.59% active | calls only at 20 µM;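 active = inhibition at 20 µM, scaled to each plate's controls, above about 33%, limit read from the data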
An asterisk follows results filed as active; i = inactive; . = not tested or not shown; & = joins results of further samples.

SMILES | DNMT1 inh | Scp-1 inhibitor | CSN inh | MsrA inhibitor | NadD block | TbMetRS inhib | SUMO1 PPI mod | LMPTP block | STEP block | Rpn11 block
O=CC1=C(N2CCOCC2)/C(=C/c2ccc(Cl)cc2)CC1 | 0 | -3 | 5 | 3.5 | 1 | -0.6 | -16 | 0.4 | 0 | i
CCNc1nc(NC(C)C)nc(-c2ccncc2)n1 | 0 | . | -2 | . | 5 | -0.2 | -1 | -0.7 | -1 | i
CCC(=O)NC(=S)Nc1ccc(NC(=O)CC)cc1 | 2 | 5 | -11 | 0.7 | -1 | -0.6 | 1 | -0.4 | -1 | i
O=C(NCc1ccc(F)cc1)c1cccc(S(=O)(=O)N2CCCC2)c1 | 0 | -4 | -4 | -0.8 | -3 | -1.5 | -1 | -0.5 | -5 | i
COc1cc(/C=N/NC(=O)c2ccc(N)cc2)ccc1OC(=O)c1cccc(C)c1 | -9 | -10 | 2 | 1.6 | 6 | -0.7 | -5 | 3.8 | 0 | i
CN(C)S(=O)(=O)c1ccc(C(=O)Nc2cccc(C(=O)N3CCOCC3)c2)cc1 | 1 | -7 | 4 | -1.2 | 10 | 0.2 | -5 | -0.9 | -3 | i
CCc1nc2c(OCCn3cccc3)cccn2c1N(C)C(=O)c1ccccc1F | -5 | . | 2 | 0.2 | 2 | -0.3 | -1 | 3.5 | -1 | i
Cc1ccc(CN2CCN(/N=C/c3cc(Br)cc(Br)c3O)CC2)c(C)c1 | 2 | 5 | 5 | -0.2 | 14 | 0.0 | 1 | -0.1 | 1 | i
CCCS(=O)(=O)N1CCN(CCN2C(=O)c3cccc4cccc(c34)C2=O)CC1 | 0 | -6 | 2 | 1.9 | -3 | -0.5 | -21 | 0.6 | 1 | i
O=C(CSc1ncn[nH]1)N1c2ccccc2Sc2ccccc21 | 16 | 4 | 1 | -1.1 | 2 | 0.9 | 35 | 1.9 | 2 | i
Cc1cc(C)c(C#N)c(SCC(=O)Nc2ccccc2C)n1 | 1 | -7 | 1 | -1.2 | -7 | -0.5 | -3 | 0.7 | -1 | i
C(#Cc1ccccc1)CN1CCN(c2ccccn2)CC1 | 21&-1 | -10&-8 | -2&-1 | -0.2&-1.5 | -2&-8 | -0.1&-0.5 | 10&-2 | -1.5&-2.8 | -1&-4 | i
CCCCNC(C(=O)Nc1ccc(Cl)c([N+](=O)[O-])c1)c1ccccc1 (centres undefined) | 7 | 4 | 2 | 0.6 | -4 | -0.8 | -10 | -0.7 | 3 | i
CC(C)Cc1ccc(C(C)C(N)=NCCc2ccccc2)cc1 (centres undefined) | 3 | -7 | -2 | 0.1 | -4 | -0.3 | -7 | -0.9 | -2 | i
Cc1ccnc(NS(=O)(=O)c2ccc(NC(=O)Cc3cccs3)cc2)n1 | 90* | 60* | 27 | . | 12 | 0.1 | 15 | 14 | 1 | i
COc1ccc(C2NC(=S)N(c3ccccc3)C(C)=C2C(=O)Nc2ccccc2)cc1 (centres undefined) | -1 | 9 | 2 | 1.4 | 3 | -1.1 | -1 | -1.5 | -4 | i
Cc1nc(NCC2CCCO2)c2nnn(Cc3ccccc3)c2n1 (centres undefined) | 0 | 2 | -2 | -0.5 | -5 | -0.6 | 1 | 0.5 | -20 | i
CCOc1ccc(NC(=O)CN(C)C(=O)/C=C/c2ccco2)cc1OCC | -1 | -5 | -3 | -0.9 | 0 | -0.2 | -9 | -0.2 | 1 | i
CC(C(=O)OCC(=O)NC1CCCC1)N1C(=O)c2ccccc2C1=O (centres undefined) | 7 | -3 | -1 | -1.0 | 2 | 0.0 | -3 | -0.5 | 0 | i
O=C(N/N=C/c1ccc[nH]1)c1cc(-c2ccc(Cl)cc2)nc2ccccc12 | -5 | -7 | 1 | 1.6 | 19 | 0.4 | 0 | 2.7 | 0 | i
Cc1cccc(C(=O)NCC(=O)N2CCN(c3ccc(Cl)cc3)CC2)c1 | -3 | 7 | -1 | -0.1 | -8 | -0.5 | 6 | -0.4 | -1 | i
CC1CCC(NC(=O)COc2ccccc2C(N)=O)CC1 (centres undefined) | 1 | 5 | 4 | 0.4 | -7 | -0.1 | -2 | -1.6 | -2 | i
Oc1ccc(CCC2CCCCN2Cc2nc(C3CC3)no2)cc1 (centres undefined) | -4 | -6 | 5 | -0.2 | 2 | -0.1 | -4 | 1.0 | -2 | i
O=C(NCc1cccs1)c1csc2c1CCCCC2 | -3 | -8 | 1 | 2.4 | -6 | 0.1 | -2 | 0.3 | 2 | i
COc1ccc(Br)cc1C(=O)Nc1ccc(Cc2ccncc2)cc1 | -10 | -1 | 0 | -1.1 | 6 | -0.9 | -2 | 3.4 | -2 | i
Cc1ccc(C(=O)NCC(=O)OC(C)C(=O)Nc2ccc(N3CCOCC3)cc2)s1 (centres undefined) | -4 | 3 | -2 | -1.2 | -1 | 0.5 | 0 | -2.1 | 2 | i
Cc1ccc(C(=O)NC(=S)NCc2cccnc2)c(C)c1 | -2 | -6 | -5 | -1.1 | -1 | 0.8 | -4 | 1.4 | 2 | i
CC(C)c1ccc(NC(=O)COC(=O)c2cc(=O)[nH]c3ccccc23)cc1 | -2 | -3 | 0 | -0.3 | 0 | 0.3 | -6 | 2.4 | -2 | i
O=C(COC(=O)CCCC1=NS(=O)(=O)c2ccccc2N1)Nc1ccccc1 | -1 | -6 | 5 | -0.7 | -6 | -0.2 | 0 | -1.1 | -1 | i
Cn1c(=O)n(Cc2ccccc2Br)c2ccccc21 | 1 | 8 | -5 | -0.3 | -3 | -0.8 | 31 | -0.3 | -1 | i
C=Cn1cc[n+](CC(=O)c2ccc(Cl)c(Cl)c2)c1 | 1 | -11 | 3 | -0.8 | 3 | -0.5 | -6 | 0.6 | -2 | i
CCOCCCn1c(SCC(=O)Nc2cc(C(C)(C)C)nn2-c2ccccc2)nc2ccccc2c1=O | 3 | -12 | -4 | 0.6 | -5 | 0.2 | -3 | -1.4 | 0 | i
Cc1ccc(S(=O)(=O)Nc2nc3cc(C)c(C)cc3[nH]2)cc1 | 1 | 1 | -10 | 0.6 | 2 | -0.1 | -4 | 1.6 | 3 | i
O=C(Nc1ccon1)Nc1ccccc1C(F)(F)F | 2 | -8 | 3 | -2.0 | 1 | -0.2 | 6 | 0.3 | 0 | i
CN(C)c1nc(SCCOC(=O)Nc2ccccc2)nc(N(C)C)n1 | -1 | 0 | -2 | -0.3 | 5 | 0.3 | 0 | 1.5 | 2 | i
Cc1ccc(Sc2cc(C)nc(-c3ccccn3)n2)cc1 | -1 | 2 | -1 | -1.2 | 6 | -0.2 | 2 | 1.7 | 4 | i
COc1ccc(NC(=S)N(CCCN2CCCCC2)Cc2cccs2)cc1 | -1 | -2 | 5 | -0.4 | -4 | 0.1 | 2 | -1.3 | -3 | i
CC1CCCN(C(=O)Cn2cnc3c2c(=O)n(C)c(=O)n3C)C1 (centres undefined) | 4 | 0 | -2 | -0.7 | 1 | -0.6 | 3 | 0.6 | -2 | i
CCN(CC(=O)Nc1ccccc1OC)C(=O)CSCc1c(C)noc1C | 3 | -2 | 1 | -1.6 | -8 | 0.0 | 1 | -0.6 | 0 | i
Cc1ccc(N(C(=O)c2csnn2)C(C(=O)NC2CCCC2)c2ccccn2)cc1 (centres undefined) | 1 | -5 | -2 | -0.9 | 3 | 0.4 | -2 | -1.2 | -1 | i
COc1ccc(OCC(=O)Nc2ccc(S(=O)(=O)N3CCN(C)CC3)cc2)cc1 | 5 | -5 | 2 | -0.4 | -8 | -0.5 | 1 | -1.3 | 0 | i
O=C(CSc1nnc(-c2ccncc2)n1-c1ccc(Cl)cc1)Nc1ccc(C(=O)O)cc1 | -2 | -3 | 3 | 1.3 | 3 | -0.4 | 1 | 0.8 | 10 | i
COc1ccc(C2=C(CN(C)C)C(c3ccccc3)c3ccccc3O2)cc1 (centres undefined) | -3 | 2 | -2 | -1.5 | 2 | -1.3 | 0 | 1.9 | -1 | i
CCc1nnc(NC(=O)COc2ccccc2[N+](=O)[O-])s1 | 2 | -11 | 2 | 0.6 | -7 | -1.0 | -13 | -1.1 | -3 | i
COCCn1c(SCC(=O)NNC(=O)c2ccc(OC)c(OC)c2)nc2ccccc2c1=O | 4 | -5 | 4 | 0.4 | 4 | 0.0 | 2 | -0.6 | 12 | i
C/C(=N\N=C1/NC(=O)C(C)S1)c1ccco1 (centres undefined) | 0 | -2 | 2 | 2.4 | -2 | -0.1 | 1 | -0.6 | -1 | i
CCn1nc(C(=O)NCCc2ccc3c(c2)OCCO3)c2ccccc2c1=O | 3 | -7 | -2 | -0.6 | -4 | -0.1 | -2 | -0.8 | -2 | i
CCCC(=O)Nc1ccccc1N1CCN(C(=O)c2ccccc2)CC1 | -4 | -10 | 6 | -1.0 | -3 | -0.2 | -1 | -1.5 | -3 | i
CCCCNC(=O)CCc1nc2cccnc2n1Cc1ccc(OC)cc1 | 6 | -5 | -2 | -0.8 | -6 | -0.4 | 3 | 0.2 | -7 | i
COc1ccc(/C=N/NC(=O)COc2cccc3cccnc23)cc1OC | 0 | 0 | 15 | 1.3 | 11 | -0.6 | 4 | 0.5 | 1 | i
